From PubChem BioAssay
CBFb-SMMHC binding: inhibitors of RUNX1 Runt–CBFb-SMMHC binding, biochemical, TR-FRET (AID 1438); Runt-related transcription factor 1 (Homo sapiens) + Core-binding factor subunit beta …; TR-FRET Runt domain–CBFb-SMMHC binding, biochemical; higher % means a stronger effect; inhibition, % at 20 µM; hits with a dose series show IC50 in µM; 2,200 compounds, 2% hits; in the data active = inhibition from about 52%, or a potency from the dose series; inactive = the rest, 99 in 100 with inhibition below about 48%
* marks the source's active call; other numbers are inactive results. Not all compounds are listed; the hit share may differ from the screen's.

SMILES | CBFb-SMMHC binding
O=c1[nH]c(=O)n(-c2ccccc2)c(O)c1/C=C/C=Nc1ccccc1 | -92.4%
Nc1c(C(=O)OC2CCCCC2)c2nc3ccccc3nc2n1CC1CCCO1 (stereo not given) | 36.6%
CC(C)CCn1c(N)c(C(=O)OCC2CCCO2)c2nc3ccccc3nc21 (stereo not given) | 27.9%
Cc1cccc(-n2c(O)c(/C=C/C=Nc3ccccc3)c(=O)[nH]c2=O)c1 | -19.6%
CCCCn1c(NC(=O)c2ccco2)c(C(=O)OCC)c2nc3ccccc3nc21 | 44.1%
CCC(C)OC(=O)c1c(N)n(Cc2cccs2)c2nc3ccccc3nc12 (stereo not given) | 35.4%
COCCCn1c(N)c(C(=O)NCc2ccco2)c2nc3ccccc3nc21 | -11.3%
COCCNC(=O)c1c(NC(=O)c2ccco2)n(Cc2ccccc2)c2nc3ccccc3nc12 | 44.9%
CCCc1cc2c(OC(=O)CC)c(-c3ccc(C(=O)OCC)o3)c(=O)oc2cc1OC | 7.94µM*
Nc1c(C(=O)NCc2ccco2)c2nc3ccccc3nc2n1CCN1CCCCC1 | 38.3%
COCCCNC(=O)c1c(NC(=O)c2ccco2)n(Cc2ccccc2)c2nc3ccccc3nc12 | 16µM*
COCC(C)OC(=O)c1c(N)n(Cc2ccco2)c2nc3ccccc3nc12 (stereo not given) | -17.3%
COCCCNC(=O)c1c(N)n(Cc2ccco2)c2nc3ccccc3nc12 | 0.2%

Exported with tabs: entries from further up
Compound	CBFb-SMMHC binding
CC(C)CCn1c(N)c(C(=O)OCC2CCCO2)c2nc3ccccc3nc21 (stereo not given)	27.9%
CCC(C)OC(=O)c1c(N)n(Cc2cccs2)c2nc3ccccc3nc12 (stereo not given)	35.4%
Nc1c(C(=O)NCc2ccco2)c2nc3ccccc3nc2n1CCN1CCCCC1	38.3%
CCCCn1c(NC(=O)c2ccco2)c(C(=O)OCC)c2nc3ccccc3nc21	44.1%
COCCCNC(=O)c1c(NC(=O)c2ccco2)n(Cc2ccccc2)c2nc3ccccc3nc12	16µM*
Cc1cccc(-n2c(O)c(/C=C/C=Nc3ccccc3)c(=O)[nH]c2=O)c1	-19.6%
